From PubChem
Yeast tox = Inhibitors of S. cerevisiae growth, toxicity. 30,000 tested, 0.3% active. S. cerevisiae wild-type growth, A595 turbidity, 16 h. growth inhibition, % at 25 µM (by protocol);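 active = mutant and wild-type yeast strains alike exhibit over 30% growth inhibition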;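 note: 0% = untreated cell controls and 100% = YPD media blanks without cells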
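System – wild-type and eIF2Bepsilon-R284H mutant S. cerevisiae, screened separately · Measured by – absorbance at 595 nm (turbidity) · Timing – 16 h compound exposure during growth at 30 °C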
eIF2B yeast act = eIF2B (yeast) activity modulation; S. cerevisiae eIF2B-epsilon R284H, GCN4-lacZ luminescence; inhibition, % at 25 µM (by protocol); 27,000 tested, 0.91% active;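 active = mutant luminescence inhibited past about 50% while wild type luminescence and mutant growth stay under set limits, limit read from the data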; note: some compounds called inactive have numbers as strong as hits
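System: Yeast eIF2B-epsilon R284H mutant carrying GCN4–beta-galactosidase fusion | Read-out basis: Percent inhibition, luminescence and growth | Compound: 25 µM single dose | Times: 16 h at 30 °C exposure | Measured by: Luminescence and A595 | Buffer or medium: YPD medium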
Yeast tox inhibition % = also measured in Yeast tox; calls as there; growth inhibition, %; S. cerevisiae eIF2Bepsilon-R284H mutant growth, A595 turbidity, 16 h;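 each compound tested once at 25 µM; 0% equals untreated cells and 100% equals cell-free medium blanks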
eIF2B yeast act mutant toxicity = also measured in eIF2B yeast act; calls as there; growth inhibition, %; measured here: mutant yeast growth, toxicity;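 each compound tested once at 25 µM; zero equals untreated control growth and 100 equals blank medium absorbance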
* hit, by the source's call; . = not tested or not shown.

No.	compound	Yeast tox	Yeast tox inhibition %
1	[O-][n+]1onc2c1CCC1N(O)C(c3ccccc3)CC21O (stereo not drawn)	21	-2
2	COC(=O)c1c(C)oc2ccc(NS(=O)(=O)c3cccs3)cc12	.	.
3	CC(=O)c1ccc(-n2c(-c3cc(-c4ccco4)[nH]n3)n[nH]c2=S)cc1	-2	8
4	CCOc1ccc(CC2S/C(=N/c3ccccn3)NC2=O)cc1 (stereo not drawn)	-12	-17
5	CCCCn1nnnc1SCC(=O)N1CCOCC1	-13	-18
6	CC(/C=N/NC(=O)c1n[nH]c2c1CCC2)=C\c1ccccc1	8	-11
7	CCCCNC(=O)CSc1nnc(Cc2ccccc2)n1CC	5	19
8	CCOC(=O)c1cc2c(ccn2C)n1CC(=O)N1CCN(c2ccccc2OC)CC1	-7	0
9	COc1ccc(-c2cc(=O)n(-c3nc4ccccc4[nH]3)[nH]2)cc1	11	-5
10	Cc1cccc2c1CC(C)(C)N=C2C1=C(O)CCCC1=O	-32	-40

No.	eIF2B yeast act	eIF2B yeast act mutant toxicity
1	18	-2
2	-5	.
3	21	8
4	.	.
5	42	-18
6	17	-11
7	-4	19
8	.	.
9	26	-5
10	-6	-40

Continued.
No.	compound	Yeast tox	Yeast tox inhibition %
11	O=C(O)C1CCC(N2C(=O)C3CCCCC3C2=O)CC1 (stereo not drawn)	23	18
12	Cc1ccc(F)cc1NC(=O)c1ccc2c(c1)OCO2	-2	-13
13	CCCCC(O)(CCN1CCOCC1)c1ccc(Cl)cc1 (stereo not drawn)	21	13
14	COC(=O)c1cc(NC2c3ncccc3C(=O)N2Cc2ccccc2)cc(C(=O)OC)c1 (stereo not drawn)	16	-4
15	O=S(=O)(CCc1nc2ccccc2o1)c1ccc(Cl)cc1	.	.
16	C=C(C)CSC1=C(C#N)C(c2ccsc2)CC(=O)N1 (stereo not drawn)	4	14
17	CCN1CCN(S(=O)(=O)c2cccc3nsnc23)CC1	10	12
18	COc1ccc(C2N=C(Nc3ccc(C)cc3)Nc3nc(C)cc(=O)n32)cc1 (stereo not drawn)	18	7
19	COc1cc(OC)cc(-c2nc3cc(C)ccc3o2)c1	12	6
20	O=C(Nc1ccc(F)cc1)N1CCN(C/C=C/c2ccccc2)CC1	9	3

No.	eIF2B yeast act	eIF2B yeast act mutant toxicity
11	23	18
12	12	-13
13	-11	13
14	12	-4
15	6	.
16	22	14
17	13	12
18	.	.
19	38	6
20	34	3

Carrying on.
No.	compound	Yeast tox	Yeast tox inhibition %
21	Cc1ccc(OCC(=O)Nc2cccc3nsnc23)c(C)c1	20	10
22	CN1CCC(OC(=O)COc2ccc(C(C)(C)C)cc2)CC1	5	0
23	Cc1ccc2[nH]c(=O)c(CNC(C)(C)C)cc2c1	1	4
24	CS(=O)(=O)N1CCN(c2ccccc2NC(=O)CSc2ccc(Cl)cc2)CC1	-10	-14
25	CC(C)CN(Cc1c(O)ccc2c3c(c(=O)oc12)CCC3)CC(C)C	-11	-30
26	O=C(NCc1ccco1)Nc1ccccc1Cl	1	16
27	CC(C(=O)Nc1cccnc1)N1C(=O)c2ccccc2C1=O (stereo not drawn)	-10	0
28	CN(C)c1ccc(CNn2cnnc2SCc2ccc(F)cc2)cc1	9	6
29	COc1cc(OC)cc(-c2nc3nc(C)c(CCC(=O)O)c(C)n3n2)c1	-7	0
30	Clc1cccc(N=C2NN=C(c3ccc4c(c3)OCCO4)CS2)c1	-1	5

No.	eIF2B yeast act	eIF2B yeast act mutant toxicity
21	.	.
22	8	.
23	-3	4
24	-29	-14
25	21	-30
26	38	16
27	21	.
28	-14	6
29	13	.
30	.	.

Remaining list, next part
No.	compound	Yeast tox	Yeast tox inhibition %
31	COc1cc2[nH]c(=S)n(N(C(C)=O)C(C)=O)c(=O)c2cc1OC	27	0
32	CCn1nccc1C(=O)Nc1ccc(Cl)c(Cl)c1	13	-8
33	COc1ccc(OC)c(N2Cc3ccccc3C2)c1	.	.
34	CCCSc1nnc(-c2cccc(S(=O)(=O)N(C)C)c2)n1-c1cc(OC)ccc1OC	14	-6
35	CCOC(=O)CCCNC(=O)CCNC(=O)c1ccc(OC)cc1	27	4
36	Cc1cc(C(=O)CSc2nnc(-c3ccccc3)o2)c(C)n1CC1COc2ccccc2O1 (stereo not drawn)	-8	5
37	COc1cc2c(cc1OC)C(C(=O)NCC1COc3ccccc3O1)C(c1cccnc1)N(C)C2=O (stereo not drawn)	8	0
38	COc1ccccc1N1CCN(S(=O)(=O)/C=C/c2ccccc2)CC1	17	-20
39	CC1=N/C(=C/c2ccc([N+](=O)[O-])cc2)C(=O)N1c1ccc(Cl)cc1Cl	2	2
40	CCS(=O)(=O)N1CCCC(C(=O)NCCN(C)Cc2ccccc2)C1 (stereo not drawn)	11	0

No.	eIF2B yeast act	eIF2B yeast act mutant toxicity
31	.	.
32	37	-8
33	12	.
34	24	-6
35	22	4
36	-2	5
37	23	.
38	29	-20
39	.	.
40	62*	.

Following part:
No.	compound	Yeast tox	Yeast tox inhibition %
41	O=C(Nc1cccc(C(F)(F)F)c1)C1CCCCC1	23	18
42	CC1(C)Cc2ccccc2C(c2cc3ccccc3oc2=O)=N1	-10	12
43	CC(=O)C1C(c2ccc(C)cc2)c2c(n[nH]c2C)CC1(C)O (stereo not drawn)	-3	-19
44	Cc1ccc(S(=O)(=O)NCCCCCC(=O)Nc2ccccn2)cc1	27	17
45	CCCOc1ccc(-c2nc(C#N)c(N3CCN(C)CC3)o2)cc1	-12	18
46	O=C(NCCO)c1cc2ccccc2c(=O)s1	6	19
47	CN(C)c1ccc(C(C(=O)NC(C)(C)C)N(C(=O)c2csnn2)C2CC2)cc1 (stereo not drawn)	2	17
48	CC(C)(C)C(=O)Oc1cc(N)n(S(=O)(=O)c2ccc(F)cc2)n1	-8	-27
49	CCOCc1nnc(NC(=O)COC)s1	1	4
50	Cc1nc(C)c(C(=O)Nc2ccc(C)c(F)c2)o1	9	10

No.	eIF2B yeast act	eIF2B yeast act mutant toxicity
41	.	.
42	37	12
43	3	-19
44	.	.
45	26	18
46	24	19
47	23	17
48	-9	-27
49	0	4
50	-3	10

New compounds follow.
No.	compound	Yeast tox	Yeast tox inhibition %
51	CCOC(=O)Cn1c(C)nc2ccccc21	-6	-3
52	Cc1ccc(NC2CC(=O)N(CCc3ccccc3)C2=O)cc1 (stereo not drawn)	9	11
53	CC(OC(=O)c1cccnc1SCc1cc(=O)n2ccccc2n1)c1ccccn1 (stereo not drawn)	13	9
54	O=C(NCc1ccccc1)c1nc2c(nnn2Cc2cccc(Cl)c2)c(=O)[nH]1	15	-8
55	NC(=O)COC(=O)CCCc1c[nH]c2ccccc12	7	4
56	COc1cc(NC(=O)NCc2ccncc2)cc(OC)c1OC	16	21
57	CCC(=O)Nc1sc(C(=O)N2CCCCC2)c(C)c1C#N	8	0
58	CCCCNS(=O)(=O)c1ccc(S(=O)(=O)NCc2ccncc2)cc1	-5	35
59	Cn1c(SCC(N)=O)nnc1-c1ccccc1	25	15
60	COC(=O)c1ccc(S(=O)(=O)NCCSc2nnc3c4ccccc4n(C)c3n2)cc1	24	-11

No.	eIF2B yeast act	eIF2B yeast act mutant toxicity
51	20	-3
52	.	.
53	.	.
54	-8	-8
55	13	4
56	-12	21
57	-26	.
58	-37	35
59	19	15
60	13	-11

Brought forward from above: two compounds, then new ones.
No.	compound	Yeast tox	Yeast tox inhibition %
59	Cn1c(SCC(N)=O)nnc1-c1ccccc1	25	15
60	COC(=O)c1ccc(S(=O)(=O)NCCSc2nnc3c4ccccc4n(C)c3n2)cc1	24	-11
61	CCCC(c1nnnn1Cc1ccco1)N1CCN(C(=O)c2ccco2)CC1 (stereo not drawn)	6	-9
62	O=C(CNC(=O)c1cccs1)NCCN1CCN(c2ccccc2F)CC1	2	31
63	O=C(c1ccc2ccccc2c1)N1CCN(c2ccccc2)CC1	7	-4
64	CC(C)Cc1nnc(NC(=O)c2ccncc2)s1	-11	8
65	CCCCCCNC(=O)c1c(O)c2ccccc2[nH]c1=O	.	.
66	CCOC(=O)c1sc(C)c(C(=O)NC2CCCCC2)c1N	-23	17
67	Cc1cc(/C=N/n2cnnc2)c(C)n1-c1cc(Cl)ccc1Cl	-20	4
68	COc1ccc(-c2nnc(SCc3ccccn3)n2C)cc1	-13	-17
69	CCCCC(=O)c1c(C)cc(C)[nH]c1=O	24	0
70	CCC(C)NC(=O)C1CCN(S(=O)(=O)c2ccc(OC)cc2)CC1 (stereo not drawn)	-2	21

No.	eIF2B yeast act	eIF2B yeast act mutant toxicity
59	19	15
60	13	-11
61	14	-9
62	-15	31
63	39	-4
64	-12	8
65	-3	.
66	19	17
67	23	4
68	23	-17
69	15	.
70	.	.

Continued:
No.	compound	Yeast tox	Yeast tox inhibition %
71	COc1ccc(C(=O)Nc2ccc3c(c2)nc(CN2CCN(C(C)=O)CC2)n3C)cc1	-1	5
72	CCNC(=O)C1CC(=O)N(c2ccc(Br)cc2)C1 (stereo not drawn)	1	7
73	Cc1cccc(C)c1OCC(O)CNS(=O)(=O)c1ccccc1C(=O)N1CCCCC1 (stereo not drawn)	3	-3
74	Cc1ccc(-c2nc3cccnc3s2)cc1NC(=O)c1ccco1	-36	-33
75	O=C(CCn1c(=O)sc2ccccc21)Nc1cccnc1	-2	5
76	Cc1ccc(-n2ncc3c(=O)n(-c4ccc(C)c(C)c4)c(C)nc32)cc1	30	6
77	CCCCSc1nc(N)c(C#N)c(-c2cccs2)c1C#N	-4	10
78	Cc1cc(C)n(C(=O)CCNC(=O)c2ccccc2Br)n1	17	-6
79	CCOC(=O)Cc1csc(SCc2nc3sc4c(c3c(=O)[nH]2)CCC4)n1	15	15
80	CN(C)C(=O)c1cn(-c2ccccc2)nc1-c1cccs1	9	16

No.	eIF2B yeast act	eIF2B yeast act mutant toxicity
71	.	.
72	-11	7
73	11	-3
74	34	-33
75	24	5
76	21	6
77	13	10
78	43	-6
79	.	.
80	.	.

The results go on:
No.	compound	Yeast tox	Yeast tox inhibition %
81	O=C(CCCCCCN1C(=O)c2ccccc2C1=O)Nc1nccs1	-55	-30
82	Cc1cc(NC(c2cccnc2)c2c(C)[nH]c3ccccc23)no1 (stereo not drawn)	7	3
83	O=C1C=C(Nc2cccc(Cl)c2)CC(c2ccco2)C1 (stereo not drawn)	7	6
84	CC1(C)NC(=O)N(CCCOc2ccc(Br)cc2Cl)C1=O	-8	-5
85	O=C(N1CCOCC1)N1CCCN(C(=O)N2CCOCC2)CC1	-9	0
86	O=C(O)c1sccc1Oc1ccc(F)cc1[N+](=O)[O-]	19	-3
87	Cc1cccc(NC(=O)Nc2cccc(Oc3c(F)c(F)c(F)c(F)c3F)c2)c1	4	-24

No.	eIF2B yeast act	eIF2B yeast act mutant toxicity
81	21	-30
82	22	3
83	.	.
84	-8	-5
85	14	.
86	21	-3
87	-8	-24

Among those listed so far, twelve have an aryl thioether with sulfur outside any ring:
No.	compound	Yeast tox	Yeast tox inhibition %
5	CCCCn1nnnc1SCC(=O)N1CCOCC1	-13	-18
7	CCCCNC(=O)CSc1nnc(Cc2ccccc2)n1CC	5	19
24	CS(=O)(=O)N1CCN(c2ccccc2NC(=O)CSc2ccc(Cl)cc2)CC1	-10	-14
28	CN(C)c1ccc(CNn2cnnc2SCc2ccc(F)cc2)cc1	9	6
34	CCCSc1nnc(-c2cccc(S(=O)(=O)N(C)C)c2)n1-c1cc(OC)ccc1OC	14	-6
36	Cc1cc(C(=O)CSc2nnc(-c3ccccc3)o2)c(C)n1CC1COc2ccccc2O1 (stereo not drawn)	-8	5
53	CC(OC(=O)c1cccnc1SCc1cc(=O)n2ccccc2n1)c1ccccn1 (stereo not drawn)	13	9
59	Cn1c(SCC(N)=O)nnc1-c1ccccc1	25	15
60	COC(=O)c1ccc(S(=O)(=O)NCCSc2nnc3c4ccccc4n(C)c3n2)cc1	24	-11
68	COc1ccc(-c2nnc(SCc3ccccn3)n2C)cc1	-13	-17
77	CCCCSc1nc(N)c(C#N)c(-c2cccs2)c1C#N	-4	10
79	CCOC(=O)Cc1csc(SCc2nc3sc4c(c3c(=O)[nH]2)CCC4)n1	15	15

No.	eIF2B yeast act	eIF2B yeast act mutant toxicity
5	42	-18
7	-4	19
24	-29	-14
28	-14	6
34	24	-6
36	-2	5
53	.	.
59	19	15
60	13	-11
68	23	-17
77	13	10
79	.	.

A portion of the library (hit frequency here may not be typical).
